HepG2 tox: qHTS for Inhibitors of TGF-b: Cytotox Counterscreen. actives 0.76% (n = 410,000). Potency, µM (top dose mostly 46.1 µM), inactives show at the top dose activity change, negative = cytotoxicity, usual class: cytotoxic. HepG2 CAGA-GFP viability, ATP luminescence, 18 h; note: potency is the fitted concentration of half-maximal effect; some results filed as inactive show a strong effect at the top dose
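CellTiter-Glo luminescence gave cytotoxicity after 18 hours at 37 degrees C. The cells were HepG2 CAGA-GFP in 1% FBS DMEM, stimulated with 500 pg/mL TGF-beta after compound addition. %Activity was normalised to no-cell wells (complete cell-killing) and DMSO (no toxicity), and curves were fitted and classified.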
S2 tox: Viability Counterscreen for Primary qHTS for Inhibitors of ATXN expression. S2 cells (HEK-293 line with an ATXN2-luciferase reporter) viability, CellTiter-Fluor protease fluorescence, 24 h. Potency, µM (titrated, usually from 56.7 µM), actives largely listed as cytotoxic. actives 0.49% (n = 400,000). AID 651635, 2014; note: potency is the fitted concentration of half-maximal effect; nearly all actives have a fitted effect of over 40% in size
TGFb inhibitor: qHTS for Inhibitors of TGF-b; AID 588855, 2011; actives 1.2% (n = 410,000); Potency, µM (series often up to 46.1 µM), without a hit: at the highest dose activity, negative = inhibition, most hits filed as inhibitors; HepG2 CAGA-GFP TGF-b/SMAD3 reporter, GFP fluorescence, 18 h; TGF-beta stimulated, 500 pg/mL final; note: potency is the fitted concentration of half-maximal effect; % is set by controls: 0 for no effect and ±100 for the full control effect; nearly all actives have a fitted effect of over 65% in size
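Cell-based qHTS in HEPG2 carrying a CAGA-GFP Smad reporter; compounds added before 500 pg/mL final TGF-beta, 18 h incubation at 37 degrees C, GFP fluorescence quantified per cell by imaging cytometry.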
MmCpn inh: Inhibitors of TCP-1 ring complex (TRiC) of Methanococcus maripaludis (MmCpn): qHTS. Chaperonin Mm-Cpn (Methanococcus maripaludis). purified Mm-Cpn ATPase, ADP Transcreener TR-FRET. Potency, µM (series often up to 76.9 µM), for the others: at the top dose activity, negative = inhibition, actives largely listed as inhibitors. actives 0.031% (n = 330,000). AID 504842, 2011; note: potency is the fitted concentration of half-maximal effect; % is set by controls: 0 for no effect and ±100 for the full control effect; nearly all actives have a fitted effect of over 80% in size
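ATP (10 uM final) was added to archaeal chaperonin (25 nM final) after 10 min exposure to test compound at 37°C; after 30 min further incubation, ADP was detected by competitive TR-FRET.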
Akt phos inh: HTS Assay for Inhibitors of Akt Phophorylation: Primary Screen | Neuro2A IGF-stimulated pAkt S473 HTRF, 20 min; active compounds read low | activity change, % for hits at 50 µM | actives 0.32% (n = 360,000); in the data active = activity change below about -80%; inconclusive = mostly about -51% to -80%; note: % is set by controls: 0 for no effect and ±100 for the full control effect
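Neuro2A cells (4,500/well, DMEM with 0.5% FBS) were treated with compound at a single 50 µM final concentration, stimulated with 6 nM IGF for 20 min at 37 °C, and lysed. Phospho-Akt Ser473 was read by HTRF as 665/615 ratio ×10^4.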
A549 tox: Nrf2 qHTS screen for inhibitors: counterscreen for cytotoxicity. Potency, µM (series often up to 46 µM), for the others: at the top dose activity change, negative = cytotoxicity, most hits filed as inhibitors. A549 ARE-Fluc cells, CellTiter-Fluor viability, 18-24 h. actives 0.16% (n = 390,000); note: potency is the fitted concentration of half-maximal effect; % is set by controls: 0 for no effect and ±100 for the full control effect
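A549 ARE_Fluc cells in 5% FBS OPTI-MEM were exposed to compounds in concentration-response for 18-24 h at 37 deg C. Viability was read by CellTiter-Fluor fluorescence (Ex 405/Em 525) after 30 min, before the luciferase read.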
Nrf2 ARE act: qHTS of Nrf2 Activators. AREc32 ARE-luciferase reporter (MCF7-derived line), luminescence, 24 h. actives 0.31% (n = 410,000). Potency, µM (series often up to 46.1 µM), for the others: at the top dose activation, usual class: activators. AID 624171, 2012; note: potency is the fitted concentration of half-maximal effect; % of control where 0% means no effect; nearly all actives have a fitted effect of over 65% in size
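AREc32 cells carrying an ARE-driven firefly luciferase reporter were seeded at 1000 cells/well in OPTI-MEM with 5% FBS, then exposed to compound for 24 hr at 37 deg C. Luminescence was read with Steady-Glo after 30 min at RT.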
CCT chaperon mod: High-Throughput Screening for Modulators of Cytosolic Chaperonin Activity. purified chaperonin ATPase assay, HTRF ADP detection, 30 min. activity change, % (no concentration beside the values), hits read low. actives 0.3% (n = 360,000). AID 651819, 2012; in the data active = activity change below about -30%; note: % is set by controls: 0 for no effect and ±100 for the full control effect
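Nucleotide hydrolysis assay: TRiC at 20–40 nM final (set by batch activity) with 10 uM ATP, 30 min at 37 °C, in presence of 76 uM compound. Detection by competitive ADP HTRF, 30 min ambient.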
Nrf2 block: Nrf2 qHTS screen for inhibitors | A549 ARE-Fluc reporter, luciferase luminescence, 18-24 h | Potency, µM (series often up to 46 µM), inactives show at the highest dose activity change, negative = inhibition, usual class: inhibitors | actives 2.1% (n = 360,000) | AID 504444, 2011; note: potency is the fitted concentration of half-maximal effect; % is set by controls: 0 for no effect and ±100 for the full control effect; nearly all actives have a fitted effect of over 60% in size
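Two sequential reads on A549 ARE_Fluc cells exposed to compound for 18-24 h: a CellTiter-Fluor fluorescence read for viability, then a luciferase luminescence read for Nrf2/ARE activity.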
* = called active by the depositor; i = inactive; u = inconclusive; x = not tested or not shown; [ ] = dose if it differs, or a comment. Unless noted, calls come from the whole dose curve; as a rule, active = well fitted curve in the direction sought with a large enough effect; inconclusive = small, poorly fitted or top-dose-only effect, or another doubt; inactive = no such curve, though single readings can be large; an effect the other way counts as inactive or inconclusive.

Sample of the layout (four entries):
SMILES	HepG2 tox	S2 tox	TGFb inhibitor	MmCpn inh	Akt phos inh	A549 tox	Nrf2 ARE act	CCT chaperon mod	Nrf2 block
Cc1ccc(C(=O)Nc2nnc(-c3ccco3)o2)cc1C	-6%	i	-10%	-1%	i	1%	10%	-0.4	4%
O=S(=O)(NCc1ccco1)c1cccc2cccnc12	-2%	i	9%	1%	i	-7%	2.8%	-1.8	4%
COc1ccc(-c2c(C3C4C=CCCC4(C)C(=O)N3Cc3ccccc3)ccc3ccccc23)cc1 (configuration not stated)	0%	x	-13%	x	x	-1%	x	x	-5%
O=C(C[C@H]1C[C@H](C(=O)N2CCOCC2)[C@@]2(CCC3CCCC3)c3[nH]c4cc(-c5ccco5)ccc4c3CCN2C1=O)NCc1ccco1	2%	u	u	-5%	i	u	0.7%	0.3	u

Main list (from the top)
SMILES	HepG2 tox	S2 tox	TGFb inhibitor	MmCpn inh	Akt phos inh	A549 tox	Nrf2 ARE act	CCT chaperon mod	Nrf2 block
Cc1ccc(C(=O)Nc2nnc(-c3ccco3)o2)cc1C	-6%	i	-10%	-1%	i	1%	10%	-0.4	4%
O=S(=O)(NCc1ccco1)c1cccc2cccnc12	-2%	i	9%	1%	i	-7%	2.8%	-1.8	4%
COc1ccc(-c2c(C3C4C=CCCC4(C)C(=O)N3Cc3ccccc3)ccc3ccccc23)cc1 (configuration not stated)	0%	x	-13%	x	x	-1%	x	x	-5%
O=C(C[C@H]1C[C@H](C(=O)N2CCOCC2)[C@@]2(CCC3CCCC3)c3[nH]c4cc(-c5ccco5)ccc4c3CCN2C1=O)NCc1ccco1	2%	u	u	-5%	i	u	0.7%	0.3	u
COC(=O)c1cnc(SCc2ccc(Cl)cc2)n1C	-4%	x	7%	1%	i	7%	6.2%	-0.3	u
O=C(c1[nH]c(C(F)(F)F)nc1-c1ccccc1)N1CCN(c2ncccn2)CC1	-44%	i	-2%	x	i	x	-0.6%	0.1	x
Cc1ccc(NC(=O)c2cccc3c(=O)c4c([nH]c23)CCCC4)c(C)c1	9%	i	-4%	x	x	9%	0.0%	x	u
Cc1cccc(NC(=O)c2ccc3nccnc3c2)c1C	-4%	u	0%	0%	i	-1%	0.0%	-0.1	-5%
Cc1ccc(CCNC(=O)C2CC(c3cc(C(F)(F)F)cc(C(F)(F)F)c3)=NO2)cc1 (configuration not stated)	7%	i	10%	0%	i	15%	-0.8%	0.2	-3%
CCOc1ccc(N2CC(C(=O)Nc3nnc(CC)s3)CC2=O)cc1 (configuration not stated)	-7%	i	7%	2%	i	-4%	-0.2%	-0.9	-11%
COc1ccc2cc(C(=O)C3CCCN(Cc4cnc(N5CCOCC5)s4)C3)ccc2c1 (configuration not stated)	-28%	i	u	3%	i	0%	3.9%	-0.1	9%
CCOc1ccc(NC(=O)c2c(NC(=O)Cc3ccccc3)sc3c2CCC(C)C3)cc1 (configuration not stated)	-11%	x	-7%	x	x	-2%	2.7%	x	-15%
CCN(c1ccccc1)S(=O)(=O)c1cccc(C(=O)NCCN2CCOCC2)c1	2%	i	7%	-4%	i	0%	0.2%	-1.9	6%
C[n+]1ccc(/C=C/c2ccc(Br)cc2)cc1	-10%	u	2%	1%	i	u	11%	-0.9	7.3µM*
Cc1ccc(-c2nc(CS(=O)(=O)CC(=O)N3CCCCCC3)c(C)o2)cc1	-33%	i	-33%	0%	i	-1%	0.3%	-1.2	u
C=C(C)CNC(=S)NNC(=O)CCn1c2ccc(Cl)cc2c2cc(Cl)ccc21	-105%	u	u	0%	i	-11%	5.2%	1.2	-7%
COc1cccc(Nc2ccc(-n3ccnc3)nn2)c1	-6%	u	2%	-2%	i	-2%	0.6%	-1.3	7%
Cc1cccc(NC(=O)CN2CCN(C(=O)c3cc(C4CC4)nn3-c3ccccc3)CC2)c1C	-8%	i	0%	x	i	x	-0.1%	-1.0	x
Cc1ccccc1NC(=O)CN1C(=O)NC2(CCCCC2)C1=O	-1%	i	0%	0%	i	-2%	-0.1%	-1.4	x
CN(C)S(=O)(=O)c1cc(NC(=O)COC(=O)CC2Sc3ccccc3NC2=O)ccc1Cl (configuration not stated)	-5%	i	-7%	-1%	i	6%	3.6%	-0.9	21%
COc1cccc2cc(C(=O)NCCc3ccccc3)c(=O)oc12	4%	i	17%	2%	i	2%	4.5%	-2.1	3%
NNC(=O)Cc1cc(=O)[nH][nH]1	13%	i	-2%	x	i	x	-0.4%	0.1	x
COc1ccc(N=C2C(=O)N3c4c(cccc42)C(C)=CC3(C)C)cc1	-21%	i	-1%	3%	i	1%	-0.2%	1.0	-15%
CN(Cc1ccc2c(c1)CCCN2C)C(=O)[C@H]1O[C@@H](n2cnc3c(N)ncnc32)[C@H](O)[C@@H]1O	-15%	i	-3%	x	i	x	-0.6%	2.3	x
COC(=O)c1c(C)oc2ccc(NS(=O)(=O)c3cc(OC)ccc3OC)cc12	-22%	i	-23%	-2%	i	-12%	2.1%	-0.4	u
Cc1cccc2cc(CN(Cc3cccs3)S(=O)(=O)c3ccc4c(c3)OCCO4)c(=O)[nH]c12	-19%	i	-14%	-3%	i	-7%	4.4%	-2.1	-25%
CCOc1ccc(NC(=O)C2CCN(c3nnc(-n4c(C)ccc4C)s3)CC2)cc1	-19%	x	x	x	x	0%	u	x	3%
CC(=O)Nc1ccc(C(=O)N2CCCC2)cc1	5%	i	-2%	-6%	i	6%	-1.4%	-1.4	6%
COc1ccc([C@H]2CC(=O)C[C@@H](CCn3cc(CC4CCCC4)nn3)O2)cc1	x	i	x	x	i	x	-1.2%	-0.1	x
O=C(/C=C/c1ccc2c(c1)OCO2)c1ccco1	-28%	i	-6%	-1%	i	-2%	20%	0.1	u
Cc1ccc(OCC(=O)OCC(=O)NC2CC2)cc1C	3%	i	4%	2%	i	5%	-0.2%	0.8	23%
Cc1cc(C)n2nc(SC(C)C(=O)Nc3ccc(Cl)cn3)nc2n1 (configuration not stated)	-11%	i	-4%	0%	i	5%	-0.7%	0.8	-10%
CC(NC(c1ccccc1)c1ccccc1)C(=O)N1CCCc2ccccc21 (configuration not stated)	-8%	i	u	0%	i	2%	1.8%	2.9	-7%
COCCNC(=O)c1cc2c(c(-c3cccc(-c4cc5ccccc5o4)c3)n1)[C@@H](CCO)N(S(=O)C(C)(C)C)C2 (some centres not stated)	-21%	u	u	x	i	x	8.2%	-0.7	x
COc1ccc(C2CC(=O)N(Cc3cccc(C)c3)c3c2c(C)nn3-c2nc(C)cc(C)n2)c(OC)c1 (configuration not stated)	4%	i	-1%	x	x	0%	-0.1%	x	3%
COc1ccccc1N1CCN(CCC(=O)Nc2ccc(F)cc2)CC1	-2%	i	3%	-1%	i	-2%	-1.0%	-1.3	-3%
COc1cccc(-c2cc(C(=O)Nc3cc(Cl)ccc3O)on2)c1	-4%	i	-10%	x	x	2%	7.9µM*	x	7%
CCN(CC)c1ccc(/C=C(/C#N)C(=O)NC(C)C)o1	-2%	i	103%[activator]	-8%	i	0%	5.8%	-0.5	13%
COc1cccc(NC(=S)N2c3ccccc3CC2C)c1 (configuration not stated)	7%	i	-10%	-5%	i	0%	3.3%	2.1	2%
O=C(O)c1cccc(NC(=O)c2cc(S(=O)(=O)N3CCOCC3)cs2)c1	-4%	i	-1%	-1%	i	13%	-0.6%	-1.7	-3%
CCCCn1c(N)c(N(CCOC)C(=O)C2CC(=O)N(Cc3ccc(C)cc3)C2)c(=O)[nH]c1=O (configuration not stated)	-18%	i	16%	4%	i	-1%	-0.5%	0.6	4%
Cc1cc(C(=O)NC(C)Cc2ccccc2)cc(C)c1[N+](=O)[O-] (configuration not stated)	-1%	i	8%	-4%	i	8%	-0.6%	1.3	-28%
COc1ccc(CNC(=O)CCCC(=O)n2nc(C)c3ccccc32)cc1	-17%	i	-8%	1%	i	0%	-0.4%	0.7	-15%
CCCOc1ccc(NC(=O)CC2C(=O)N(c3ccc(Cl)cc3)C(=O)N2CCc2ccncc2)cc1 (configuration not stated)	-30%	x	u	x	x	-18%	-0.8%	x	14%
C=CCN1C(=O)C(CC(=O)Nc2ccc(OC)cc2)N(Cc2ccco2)C1=S (configuration not stated)	8%	i	1%	2%	i	3%	0.4%	-1.0	10%
Cc1cccc(N2C(=O)C(Oc3ccc(Cl)cc3Cl)C2C=O)c1C (configuration not stated)	-72%	u	u	0%	i	-6%	4.6%	-1.5	u
CC(=O)Nc1ccc(S(=O)(=O)N2CCC(C(=O)NCCc3ccc(Cl)cc3)CC2)cc1	-4%	i	-7%	1%	i	3%	-0.3%	12	-10%
Nc1nc(CN2CCN(c3ccccc3F)CC2)nc(N2CCCc3ccccc32)n1	-27%	i	u	0%	i	-1%	0.3%	-5.1	-3%
CCCCc1c(-c2ccccc2OC)ncn1CCc1ccccc1Cl	x	u	x	x	i	x	-0.2%	-2.1	x
Cc1cc2nc(-c3ccc(OCc4ccccc4F)cc3)cc(C(F)(F)F)n2n1	-8%	i	-6%	x	x	-3%	-0.8%	x	1%
Cc1cc(-c2csc(N)n2)c(C)n1C	-6%	i	-11%	-6%	i	-9%	-0.4%	-14	5%
CC(NC(=O)c1ccc2c(c1)OCO2)c1cccc(C(F)(F)F)c1 (configuration not stated)	-2%	u	-2%	0%	i	-7%	-0.3%	-0.2	-8%
COc1ccc(N2CCN(C(=O)[C@H](Cc3c[nH]c4ccccc34)NC(C)=O)CC2)cc1	8%	i	6%	-4%	i	2%	-0.2%	-0.3	11%
